b-catenin transl: alters nuclear translocation of beta-catenin in HeLa cells; immunofluorescence imaging; nuclear translocation activity, % at 5 µM; 190,000 tested, 0.3% active;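 active means nuclear translocation activity above 50% at 5 µM, with a well cell count of 50 or more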;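 further: per-cell ratio of nuclear to cytoplasmic median beta-catenin stain intensity; plate controls were DMSO negative control for no effect and GSK-3 inhibitor IX positive control for full effect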
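Technique: fluorescence imaging of beta-catenin antibody stain plus DAPI / Material: human HeLa cell line / Incubation: compound treatment 24 h, 37°C, 5% CO2 / Read-out basis: % activation of per-cell nuclear versus cytoplasmic median beta-catenin signal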
HIV fusion peptide: cell-free HIV fusion peptide-binding blockers – biochemical, uHTS, fluorescence dequenching, primary screen (AID 1986); inhibition, % at 20 µM; hits with a dose series show IC50 in µM; 290,000 tested, 0.3% active; cell-free peptide binding, fluorescence dequenching, 30 min; higher % means a stronger effect; in the data active means inhibition mostly above about 52%, no sharp cut-off; inactive means mostly below about 76%; further: some results filed as inactive read as strong as hits
WT yeast gro inh: growth inhibition of WT yeast, mitochondrial fusion screen; inhibition, % at 10 µM; 190,000 tested, 2.1% active; AID 1362; mitochondrial fusion phenotypic screen, WT strain; in the data active means inhibition above about 58%; tested in S. cerevisiae
Dynein transport: blocks dynein driven cargo transport along microtubules; 3617.4 mouse cells, GR-EGFP nuclear translocation imaging; test concentration mostly 20 µM; stimulated with dexamethasone, 1 µM; stronger effect = lower value; 220,000 tested, 0.47% active; AID 1381; z-score, hits read low;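 active means plate z-score of nuclear minus cytoplasmic receptor signal below a set negative limit, without overly bright fluorescence or cell loss, cut at about -3.5 in these data, passing the limit was not always enough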;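 further: z-score of nuclear minus cytoplasmic ring GR-EGFP intensity difference per well; some compounds called inactive have numbers as strong as hits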
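Medium: Induction medium lacking tetracycline, stripped serum | Probe or stimulus: 1.0 µM final dexamethasone stimulus | Schedule: 48 h induction, then 1 h compound, then 30 min agonist, 37 °C | Signal: Automated 10x imaging of fixed Hoechst-stained cells | Evaluation: Per-cell GR-EGFP intensity, nucleus versus surrounding cytoplasmic ring, well-averaged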
Yfh1-depleted yeast: mitochondrial function rescue without frataxin homolog – Friedreich's ataxia, plus single-dose screen, dose response (AID 1465). S. cerevisiae Yfh1-off respiration, WST-1 reduction, 72 h; higher fold induction means a stronger effect. one-dose fold induction at 50 µM; EC50 in µM for titrated hits. 220,000 tested, 0.074% active;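 active means fold induction of absorbance versus untreated yeast above a set limit, then at least 30% activation at any dose in follow-up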;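 further: activators that raise dye reduction in frataxin-depleted yeast; strong numbers were not always called active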
AID2073: disruptors of CaV2.2 binding to Mint1 – biochemical, HTRF (AID 2073); HTRF protein-protein interaction, Mint1-CaV2.2; higher % means a stronger effect; one-dose inhibition, % at 20 µM; IC50 in µM for titrated hits; 290,000 tested, 0.19% active; in the data active means inhibition mostly above about 51%, no sharp cut-off; further: some results filed as inactive read as strong as hits
MT stabilizer: microtubule stabilization, imaging screen | HeLa tubulin immunostaining HCS, 24 h; share of cells brighter than vehicle mean+2SD | % tubulin-high responders, % at 10 µM | 200,000 tested, 0.83% active | AID 2205;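 active means plate Z-score above 3 for both tubulin-high and condensed-nucleus cell shares, with cell loss under 80%, at 10 µM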;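 further: anti alpha tubulin signal scored within the nucleus-defined area of each cell; some results filed as inactive read as strong as hits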
Insulin prom up: MIN6 insulin promoter up-regulation; 190,000 tested, 0.3% active; AID 1625; MIN6 insulin promoter-GFP reporter, high-content imaging; stronger effect = higher value; z-score at 5 µM;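 active means z-score above 3 at 5 µM with at least 500 cells counted in the well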
Autophagy mod: autophagy modulation, high-content screen | MEF GFP-LC3 puncta imaging; test concentration mostly 10 µM | calls only at 10 µM (by protocol) | 190,000 tested, 0.98% active | AID 463193;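 active means percentage of spot-positive cells more than 3 SD above its plate mean, without a fluorescence outlier flag or 80% toxicity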;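 further: spot-positive cell cutoff set from DMSO-treated cells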
WT yeast gro inh mutant strain: also measured in WT yeast gro inh; calls as there; inhibition, %; mitochondrial fusion phenotypic screen, mutant strain inhibition
Dynein transport cytoplasmic EGFP: recorded beside Dynein transport, whose call it bears; z-score; measured here: cytoplasmic GR-EGFP intensity; stronger effect = higher value
Dynein transport nuclear GR-EGFP: further read-out of Dynein transport, marked with its call; z-score; measured here: nuclear GR-EGFP intensity;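 lower value marks the stronger effect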
Dynein transport cell count: second read-out of Dynein transport, no call of its own (marks repeat the call); z-score; measured here: cell count per field
Insulin prom up cell count: further read-out of Insulin prom up, marked with its call; cell count; measured here: cytotoxicity, nuclei count;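 total cells summed across four imaged fields per well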
b-catenin transl cell count 5 µM: recorded beside b-catenin transl, whose call it bears; cell count; measured here: cell count, cytotoxicity flag
MT stabilizer Hoechst-high %: second read-out of MT stabilizer, no call of its own (marks repeat the call); % Hoechst-high responders; measured here: nuclear condensation Hoechst responders;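 share of cells brighter than vehicle mean plus two SD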
MT stabilizer cytotoxicity %: further read-out of MT stabilizer, marked with its call; toxicity, %; measured here: cytotoxicity by cell density;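 0% = mean cell density of plate MIN control wells and 100% = no cells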
Autophagy mod cell loss 18 h: further read-out of Autophagy mod, marked with its call; toxicity, %; measured here: cell loss, nuclei count;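 cell loss after 18 h compound exposure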
The depositor's hits bear a star; & = joins results of further samples. No enrichment for hits; about 4.2% have a hit in one of these screens.

`O=C(c1ccc(O)cc1)c1ccc(C(=O)c2ccc(O)cc2)cc1` gave b-catenin transl -1.2&-0.9, HIV fusion peptide 1.4%&0.5%, WT yeast gro inh -4.0, Dynein transport -0.341&-0.0331, Yfh1-depleted yeast inactive, AID2073 2.4%&3.7%, MT stabilizer 1.2, Insulin prom up -0.25&0.43, Autophagy mod inactive, WT yeast gro inh mutant strain 8.8, Dynein transport cytoplasmic EGFP -0.0796&-0.307, Dynein transport nuclear GR-EGFP -0.175&0.0246, Dynein transport cell count 0.596&0.242, Insulin prom up cell count 1481&995, b-catenin transl cell count 5 µM 1087&1305, MT stabilizer Hoechst-high % 1.7, MT stabilizer cytotoxicity % 9.9 and Autophagy mod cell loss 18 h 8.5.
`COC(=O)c1ccccc1NC(=O)CN1CCC(C)CC1` gave b-catenin transl -0.5, HIV fusion peptide -1.9%, WT yeast gro inh 10.4, Dynein transport -1.11, Yfh1-depleted yeast inactive, AID2073 -6.4%, MT stabilizer 5.3, Insulin prom up -0.02, Autophagy mod inactive, WT yeast gro inh mutant strain 20.1, Dynein transport cytoplasmic EGFP 0.7, Dynein transport nuclear GR-EGFP 0.216, Dynein transport cell count 0.861, Insulin prom up cell count 1367, b-catenin transl cell count 5 µM 1510, MT stabilizer Hoechst-high % 1.8, MT stabilizer cytotoxicity % 6.9 and Autophagy mod cell loss 18 h 10.1.
Cc1cccn2cc(CNC(=O)c3ccc(Br)o3)nc12 was read as b-catenin transl -0.4, HIV fusion peptide -0.9%, WT yeast gro inh -4.5, Dynein transport 1.65, Yfh1-depleted yeast inactive, AID2073 -6.4%, MT stabilizer 1.1, Insulin prom up 0.16, Autophagy mod inactive, WT yeast gro inh mutant strain -0.7, Dynein transport cytoplasmic EGFP -0.228, Dynein transport nuclear GR-EGFP 1.36, Dynein transport cell count -1.2, Insulin prom up cell count 1342, b-catenin transl cell count 5 µM 1055, MT stabilizer Hoechst-high % 1.1, MT stabilizer cytotoxicity % 8.8 and Autophagy mod cell loss 18 h 32.9.
Screening Cc1nn(Cc2ccc([N+](=O)[O-])cc2)c(=O)n1-c1ccc(F)cc1 returned b-catenin transl -4.6, HIV fusion peptide 4.2%, WT yeast gro inh -1.9, Yfh1-depleted yeast inactive, AID2073 12.9%, MT stabilizer 1.1, Insulin prom up 0.74, Autophagy mod inactive, WT yeast gro inh mutant strain -3.7, Insulin prom up cell count 1945, b-catenin transl cell count 5 µM 1043, MT stabilizer Hoechst-high % 2.3, MT stabilizer cytotoxicity % 6.4 and Autophagy mod cell loss 18 h 27.1.
`CC(C)=CC[N+]1(C)CCCCC1` gave b-catenin transl -0.4, HIV fusion peptide -2.4%, WT yeast gro inh -3.3, Dynein transport -0.00428, Yfh1-depleted yeast inactive, AID2073 2.1%, MT stabilizer 3.9, Insulin prom up 0.53, Autophagy mod inactive, WT yeast gro inh mutant strain -5.5, Dynein transport cytoplasmic EGFP -0.26, Dynein transport nuclear GR-EGFP 0.0364, Dynein transport cell count -0.208, Insulin prom up cell count 1561, b-catenin transl cell count 5 µM 1105, MT stabilizer Hoechst-high % 2.0, MT stabilizer cytotoxicity % 6.1 and Autophagy mod cell loss 18 h 7.2.
Nc1nc(SCC(=O)NCc2ccc(F)cc2)[nH]c(=O)c1NC(=O)c1ccc(Cl)cc1 was read as b-catenin transl -0.8, HIV fusion peptide -1.5%, WT yeast gro inh -6.5, Dynein transport -0.863, Yfh1-depleted yeast inactive, AID2073 2.4%, MT stabilizer 4.5, Insulin prom up 0.19, Autophagy mod inactive, WT yeast gro inh mutant strain -16.7, Dynein transport cytoplasmic EGFP -0.332, Dynein transport nuclear GR-EGFP -0.727, Dynein transport cell count 0.735, Insulin prom up cell count 1336, b-catenin transl cell count 5 µM 994, MT stabilizer Hoechst-high % 3.3, MT stabilizer cytotoxicity % 9.5 and Autophagy mod cell loss 18 h 7.3.
CC1CN(S(=O)(=O)c2cccc(C(=O)NN3CCN(C)CC3)c2)CC(C)O1 (stereo not drawn) was read as b-catenin transl -0.5, HIV fusion peptide 0.1%, WT yeast gro inh 6.6, Dynein transport 0.138, Yfh1-depleted yeast inactive, AID2073 -0.4%, MT stabilizer 7.0, Insulin prom up -0.25, Autophagy mod inactive, WT yeast gro inh mutant strain -7.8, Dynein transport cytoplasmic EGFP -0.144, Dynein transport nuclear GR-EGFP 0.183, Dynein transport cell count -0.712, Insulin prom up cell count 1438, b-catenin transl cell count 5 µM 1128, MT stabilizer Hoechst-high % 1.0, MT stabilizer cytotoxicity % 10.6 and Autophagy mod cell loss 18 h 5.7.
C(=N\N1CCN(Cc2ccccc2)CC1)/c1cccs1 was read as b-catenin transl 0.0, HIV fusion peptide -2.7%, WT yeast gro inh 27.1, Dynein transport -0.863, Yfh1-depleted yeast inactive, AID2073 7.1%, MT stabilizer 0.4, Insulin prom up -1.18, Autophagy mod inactive, WT yeast gro inh mutant strain -2.5, Dynein transport cytoplasmic EGFP -0.174, Dynein transport nuclear GR-EGFP -0.297, Dynein transport cell count 0.383, Insulin prom up cell count 1820, b-catenin transl cell count 5 µM 1069, MT stabilizer Hoechst-high % 1.8, MT stabilizer cytotoxicity % 10.2 and Autophagy mod cell loss 18 h -1.9.
Cn1cnnc1Sc1ccc(C(=O)OCC(=O)NCC(F)(F)F)cc1[N+](=O)[O-] was read as b-catenin transl -0.7, HIV fusion peptide 0.8%, Dynein transport -0.292, Yfh1-depleted yeast inactive, AID2073 3.9%, Insulin prom up 0.7, Dynein transport cytoplasmic EGFP -0.254, Dynein transport nuclear GR-EGFP -0.386, Dynein transport cell count 0.317, Insulin prom up cell count 1409 and b-catenin transl cell count 5 µM 1332.
`COc1ccc(OC)c(NC(=O)CNC(=O)c2ccc([N+](=O)[O-])cc2)c1` gave b-catenin transl -4.3, HIV fusion peptide -2.2%, WT yeast gro inh 1.9, Dynein transport -0.443, Yfh1-depleted yeast inactive, AID2073 -7.6%, MT stabilizer 2.2, Insulin prom up 0.57, Autophagy mod inactive, WT yeast gro inh mutant strain -5.9, Dynein transport cytoplasmic EGFP -0.299, Dynein transport nuclear GR-EGFP 0.283, Dynein transport cell count 0.455, Insulin prom up cell count 1487, b-catenin transl cell count 5 µM 1135, MT stabilizer Hoechst-high % 2.3, MT stabilizer cytotoxicity % 12.6 and Autophagy mod cell loss 18 h -14.6.
For Cc1csc(SCC(=O)N(C)c2c(N)n(Cc3ccccc3)c(=O)[nH]c2=O)n1 the results were b-catenin transl -1.8, HIV fusion peptide 0.0%, WT yeast gro inh -19.6, Dynein transport -1.03, Yfh1-depleted yeast inactive, AID2073 -9.3%, MT stabilizer 2.4, Insulin prom up -0.26, Autophagy mod inactive, WT yeast gro inh mutant strain -7.0, Dynein transport cytoplasmic EGFP -0.375, Dynein transport nuclear GR-EGFP -1, Dynein transport cell count 0.782, Insulin prom up cell count 1269, b-catenin transl cell count 5 µM 1131, MT stabilizer Hoechst-high % 1.7, MT stabilizer cytotoxicity % 0.0 and Autophagy mod cell loss 18 h -3.8.
For CCN(CC)CCNC(=O)c1ccc(NC2=NC3CS(=O)(=O)CC3S2)cc1 (stereo not drawn) the results were b-catenin transl -0.9, HIV fusion peptide -0.2%, WT yeast gro inh 9.2, Dynein transport -0.124, Yfh1-depleted yeast inactive, AID2073 -4.7%, MT stabilizer 6.0, Insulin prom up 0.35, Autophagy mod inactive, WT yeast gro inh mutant strain -5.5, Dynein transport cytoplasmic EGFP -0.341, Dynein transport nuclear GR-EGFP 0.184, Dynein transport cell count 1.28, Insulin prom up cell count 973, b-catenin transl cell count 5 µM 1203, MT stabilizer Hoechst-high % 3.2, MT stabilizer cytotoxicity % 7.6 and Autophagy mod cell loss 18 h 8.3.
Screening COc1ccc(N2CCN(C(=O)CN(C)S(=O)(=O)c3ccc4c(c3)c(=O)n(C)c(=O)n4C)CC2)cc1 returned b-catenin transl -0.2, HIV fusion peptide -0.1%, WT yeast gro inh -10.2, Dynein transport 0.344, Yfh1-depleted yeast inactive, AID2073 34.6%, MT stabilizer 3.4, Insulin prom up 0.6, Autophagy mod inactive, WT yeast gro inh mutant strain -19.8, Dynein transport cytoplasmic EGFP -0.269, Dynein transport nuclear GR-EGFP 0.386, Dynein transport cell count -0.115, Insulin prom up cell count 1240, b-catenin transl cell count 5 µM 1103, MT stabilizer Hoechst-high % 3.3, MT stabilizer cytotoxicity % 4.8 and Autophagy mod cell loss 18 h -1.4.
For CCOc1ccc(CCNC(=O)CCS(=O)(=O)c2ccc(OC)cc2)cc1OCC the results were HIV fusion peptide -0.5%, WT yeast gro inh -11.3, Dynein transport 1.05, Yfh1-depleted yeast inactive, AID2073 17.6%, MT stabilizer 2.2, Insulin prom up -0.12, Autophagy mod inactive, WT yeast gro inh mutant strain 15.0, Dynein transport cytoplasmic EGFP -0.285, Dynein transport nuclear GR-EGFP 0.402, Dynein transport cell count 0.119, Insulin prom up cell count 1205, MT stabilizer Hoechst-high % 1.9, MT stabilizer cytotoxicity % 5.5 and Autophagy mod cell loss 18 h 6.9.
Screening N#Cc1cnc2sc3ccccc3n2c1=N returned HIV fusion peptide -1.2%, WT yeast gro inh 10.9, Dynein transport 0.0788, Yfh1-depleted yeast inactive, AID2073 0.9%, MT stabilizer 2.6, Insulin prom up -0.35, Autophagy mod inactive, WT yeast gro inh mutant strain 3.6, Dynein transport cytoplasmic EGFP -0.27, Dynein transport nuclear GR-EGFP 0.172, Dynein transport cell count 0.531, Insulin prom up cell count 896, MT stabilizer Hoechst-high % 1.5, MT stabilizer cytotoxicity % 1.7 and Autophagy mod cell loss 18 h 32.2.
